Bioassay records as filed in PubChem BioAssay.
Rpn11 block: Rpn11 (PSMD14) deubiquitinase inhibitors, primary screen, biochemical, fluorescence polarization, uHTS. 26S proteasome non-ATPase regulatory subunit 14 (Homo sapiens), O00487. human 26S proteasome, Ub4-pepOG fluorescence polarization; 20S core pre-blocked with epoxomicin. calls only at 20 µM. 360,000 tested, 0.59% active. AID 588493, 2011;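 active = inhibition at 20 µM, scaled to each plate's controls, above about 33%, limit read from the data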
STEP block: STEP phosphatase inhibitors, primary screen, biochemical, fluorescence intensity, uHTS; recombinant STEP, OMFP fluorogenic substrate; inhibition, % at 20 µM; 360,000 tested, 0.25% active; AID 588621, 2011;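 active = inhibition at 20 µM, scaled per plate between control wells, above about 37%, limit read from the data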;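 note: 0% = DMSO with enzyme and substrate and 100% = substrate only without enzyme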
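medium = Bis-Tris buffer pH 6.0, 2.5 mM DTT, 0.005% Tween 20 | test system = STEP (striatal-enriched tyrosine phosphatase) enzyme, cell-free | measure = normalized % inhibition | compound dosing = 20 µM, 1% DMSO | also added = 25 µM OMFP | schedule = reaction 20 min, ambient temperature | measured by = fluorescence read at 480 nm ex / 540 nm em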
DNMT1 block: human DNMT1 methyltransferase inhibitors, primary screen, biochemical, molecular beacon, fluorescence, HinP1I cleavage, uHTS; DNA (cytosine-5)-methyltransferase 1 (Homo sapiens), P26358; inhibition (reported as % activation of signal), % at 10 µM; 360,000 tested, 0.83% active; AID 588458, 2011; in the data active = inhibition above about 50%
Target sequence (P26358 504-1616 limits assumed): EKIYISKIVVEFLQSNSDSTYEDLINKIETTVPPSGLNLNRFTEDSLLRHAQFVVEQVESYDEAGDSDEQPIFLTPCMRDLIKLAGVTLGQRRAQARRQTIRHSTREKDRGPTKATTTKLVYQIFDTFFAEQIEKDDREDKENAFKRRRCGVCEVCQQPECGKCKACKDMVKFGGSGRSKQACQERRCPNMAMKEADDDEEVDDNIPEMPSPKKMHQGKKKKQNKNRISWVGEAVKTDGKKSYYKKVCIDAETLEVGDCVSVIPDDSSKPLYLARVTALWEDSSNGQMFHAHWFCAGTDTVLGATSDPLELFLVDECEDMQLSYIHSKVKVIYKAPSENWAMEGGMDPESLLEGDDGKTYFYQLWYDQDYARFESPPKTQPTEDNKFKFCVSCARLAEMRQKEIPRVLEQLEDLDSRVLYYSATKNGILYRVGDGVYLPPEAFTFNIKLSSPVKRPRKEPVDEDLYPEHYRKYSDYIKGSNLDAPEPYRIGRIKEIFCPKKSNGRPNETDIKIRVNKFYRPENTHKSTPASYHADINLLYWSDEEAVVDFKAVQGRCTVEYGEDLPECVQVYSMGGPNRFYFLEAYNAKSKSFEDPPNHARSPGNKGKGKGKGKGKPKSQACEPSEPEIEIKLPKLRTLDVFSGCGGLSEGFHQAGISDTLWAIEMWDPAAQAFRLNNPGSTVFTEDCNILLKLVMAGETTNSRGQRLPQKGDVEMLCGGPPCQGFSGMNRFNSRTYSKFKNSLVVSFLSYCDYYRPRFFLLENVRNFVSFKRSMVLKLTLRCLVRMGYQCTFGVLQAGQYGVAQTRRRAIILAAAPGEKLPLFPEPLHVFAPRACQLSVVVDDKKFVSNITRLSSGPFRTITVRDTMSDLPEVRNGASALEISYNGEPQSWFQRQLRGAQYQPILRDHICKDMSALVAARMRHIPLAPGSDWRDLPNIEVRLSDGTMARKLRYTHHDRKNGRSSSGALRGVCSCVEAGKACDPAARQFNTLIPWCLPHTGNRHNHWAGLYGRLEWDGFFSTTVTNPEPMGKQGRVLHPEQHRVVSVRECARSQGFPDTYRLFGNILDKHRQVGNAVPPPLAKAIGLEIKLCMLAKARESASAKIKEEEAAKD
PABP1 MLLE inh: inhibitors of PABP1 MLLE–PAM2 peptide binding, primary screen, biochemical, fluorescence polarization, FITC-PAM2, GST-MLLE. 360,000 tested, 0.36% active. Polyadenylate-binding protein 1 (Homo sapiens), P11940. inhibition, % at 20 µM; in the data active = inhibition above about 35%, passing the limit was not always enough;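 note: plate controls were DMSO wells with GST-MLLE for no effect and wells lacking GST-MLLE protein for full effect; some results filed as inactive read as strong as hits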
SUMO1 PPI mod: modulators of SUMO1 protein-protein interactions, primary screen, biochemical, uHTS | Small ubiquitin-related modifier 1 (Homo sapiens), P63165 | SUMO1 binding to a labelled peptide, TR-FRET, 1 h | inhibition, % at 20 µM | 360,000 tested, 0.33% active; in the data active = inhibition above about 37%
LMPTP inh: LMPTP phosphatase inhibitors, primary screen, biochemical, fluorescence intensity, uHTS; Low molecular weight phosphotyrosine protein phosphatase (Homo sapiens), P24666; recombinant LMPTP-A, OMFP fluorogenic substrate; inhibition, % at 20 µM; 360,000 tested, 0.22% active; AID 651560, 2012;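 active = compounds that cut the enzyme signal by at least half of the control window in the single-dose screen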;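 note: plate controls were DMSO wells with enzyme plus substrate for no effect and substrate without enzyme for full effect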
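test system = LMPTP-A | amount = 0.625 nM LMPTP-A final | reagent = fluorogenic phosphatase substrate OMFP at 400 µM final | incubation = 50 min at room temperature | benchmarks = no-enzyme low control, uninhibited high control | medium = Bis-Tris pH 6.0, DTT, detergent | signal = fluorescence intensity of OMFP turnover product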
Tb MetRS inh: T. brucei MetRS inhibitors, primary screen, biochemical, luminescence. inhibition, % at 11.9 µM. methionyl-tRNA synthetase (Trypanosoma brucei brucei). purified T. brucei MetRS, ATP depletion, Kinase-Glo luminescence. AID 624268, 2012. 360,000 tested, 0.4% active;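 active = inhibition above a per-plate cutoff of the control wells' mean inhibition plus 3 SD, cut at about 5.5% in these data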;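 note: 0% = DMSO wells median and 100% = median of wells with control inhibitor compound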
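Material – parasite MetRS enzyme · Medium – HEPES-MgCl2-KCl buffer plus DTT, spermine, BSA, pyrophosphatase · Reagent – ATP, methionine and E. coli bulk tRNA substrates · Times – 15 min enzyme-compound preincubation, 2 h reaction, 10 min detection, 25 °C · Measured by – luminescence of leftover ATP · Evaluation – percent inhibition relative to median high and low control wells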
CSN deneddyl inh: inhibitors of CSN-mediated cullin deneddylation, primary screen, biochemical, fluorescence polarization, uHTS | COP9 signalosome complex subunit 5 (Homo sapiens), Q92905 | Purified CSN, SCF-Nedd8-OG deneddylation | inhibition, % at 12.5 µM | 360,000 tested, 0.38% active;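 active = pattern-corrected inhibition above about 35%, with an unprinted fluorescence ratio check between 0.5 and 1.5, limit read from the data, passing the limit was not always enough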;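 note: 0% = enzyme with substrate and 100% = substrate without enzyme; some results filed as inactive read as strong as hits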
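Test system: Human Csn5 produced in HEK293T cells | Compound: 12.5 µM single point | Times: 90 min, room temperature | Signal: Fluorescence polarization readout | Read-out basis: % inhibition of substrate cleavage by Csn5 | Controls: no-enzyme wells high, enzyme-with-substrate wells low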
Scp1 inh: Scp-1 phosphatase inhibitors, primary screen, biochemical, colorimetric, uHTS | Carboxy-terminal domain RNA polymerase II polypeptide A small phosphatase 1 (Homo … | Recombinant Scp1, phosphopeptide, malachite green phosphate absorbance | inhibition, % at 20 µM | 340,000 tested, 0.88% active;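 active = inhibition above about 50% at 20 µM, limit read from the data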;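 note: plate controls were DMSO wells with enzyme for no effect and wells lacking enzyme for full effect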
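System: SCP-1 catalytic domain; Reagent: Phospho 17-mer peptide substrate; Doses: one concentration, 20 µM, with 1.0% DMSO; Incubation: 45 min room-temperature reaction, 5 min colour, 30 min stabiliser; Signal: Phosphate-binding colour reagent, absorbance read at 630 nm.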
NadD inh: inhibitors of S. aureus NadD, primary screen, biochemical, colorimetric, uHTS. inhibition, % at 20 µM. 360,000 tested, 0.78% active. AID 602399, 2012. purified NadD enzyme, colorimetric absorbance read-out; in the data active = inhibition above about 26%; note: some compounds past the cut are filed as inactive
* marks the source's active call; other numbers are inactive results; i = inactive; / = no result given.

SMILES	Rpn11 block	STEP block	DNMT1 block	PABP1 MLLE inh	SUMO1 PPI mod	LMPTP inh	Tb MetRS inh	CSN deneddyl inh	Scp1 inh	NadD inh
CCOC(=O)c1cnc2oc3ccccc3n2c1=O	i	2	-5	-8	4	-1.9	-1.1	3	-4	-1
CCCS(=O)(=O)NC(=O)C1(C)CCCN(C(=O)c2ccccc2Br)C1 (stereo not drawn)	i	-3	1	3	1	-2.4	0.4	1	/	-2
Clc1ccc(Nc2nc(NCCN3CCOCC3)nc(N3CCOCC3)n2)cc1	i	1	0	-1	3	0.6	-0.7	3	0	5
Cc1ccsc1C(C(=O)NCc1ccccc1)N(C(=O)c1csnn1)c1ccccc1 (stereo not drawn)	i	-1	0	14	-4	-0.3	-0.6	-1	-5	-6
CCOc1cc(N2CCOCC2)c(OCC)cc1NC(=O)CN1CCN(Cc2ccc3c(c2)OCO3)CC1	i	-2	0	4	2	0.0	0.1	2	-4	-8
CC1CCN(c2nc3c(c(=O)[nH]c(=O)n3C)n2Cc2ccccc2Cl)CC1	i	3	2	-17	34	-0.4	-0.4	4	-10	3
Cc1cc2c(cc1S(=O)(=O)Nc1cccc(C)c1C)n(C)c(=O)c(=O)n2C	i	3	-1	-2	-2	-0.3	-1.3	-2	-4	5
CC(C)C(NC(=O)c1ccc(Br)cc1)C(=O)NC1=NCCS1 (stereo not drawn)	i	0	4	21	-2	-1.2	-0.7	3	-2	-5
COc1cccc(OCc2nn[nH]n2)c1	i	-3	1	0	3	-1.4	-0.5	3	-5	2
Cc1ccc(S(=O)(=O)NCC(=O)OCc2csc(-c3ccccc3)n2)cc1	i	2	-5	-30	-3	3.0	-0.3	4	9	-4
COc1cc(CN2C[C@@H](CO)O[C@@H](n3cnc4c(N5CCN(c6ccccc6)CC5)ncnc43)C2)cc(OC)c1OC	i	2	-4	-3	0	0.1	-0.2	5	/	-5
Cc1cn([C@H]2C[C@H](O)[C@@H](CNC(=O)[C@H](N)Cc3cn(COCc4ccccc4)cn3)O2)c(=O)[nH]c1=O	i	1	-4	-5	-4	-1.8	-0.4	-1	/	-2
Cc1cc(C)nc(-n2ncc3c2CC(C)CC3=O)n1 (stereo not drawn)	i	0	-2	6	-4	-0.4	-0.7	-1	-3	4
Cc1cc(=O)[nH]c(=S)[nH]1	i	-4	1	21	-6	-1.1	-0.5	-2	-9	-1
NC(=O)C1CCN(CC(=O)Nc2cc(Cl)ccc2Oc2ccccc2)CC1	i	1	-2	-9	0	1.1	1.1	3	-7	0
Cc1cc(NCc2ccccc2Cl)n2nnnc2n1	i	-1	-1	-6	8	0.3	-0.7	6	2	8
CCOc1ccc(N2CC(C(=O)Nc3cccc(S(=O)(=O)N4CCCCC4)c3)CC2=O)cc1 (stereo not drawn)	i	-1	-5	-25	4	1.0	-0.3	-8	-6	2
CCCCNC(=O)C1(C)CCCCN1Cc1ccc(-c2ccccc2)cc1 (stereo not drawn)	i	1	-2	-12	-1	-0.3	0.1	3	/	-2
Cn1c(C(=O)N2CCN(Cc3ccccc3)CC2)cc2c(=O)n(C)c3ccccc3c21	i	3	-4	2	14	2.7	0.7	-1	-8	12
Cc1nn(C)c(Oc2ccc(Cl)cc2)c1C=O	i	-1	1	-2	-3	-0.9	-0.8	4	-2	-4
COc1ccc(NC(=S)N2CCN(C(c3ccccc3)c3ccccc3)CC2)c(OC)c1	i	2	-7	-69	-2	2.2	-0.8	-11	5	2
CCNC(=O)COc1cc(C)c(Br)c(C)c1	i	5	2	5	2	-0.6	0.0	-4	-2	-2
COc1ccc2cc[nH]c2c1	i	-2	-6	0	1	0.5	-0.6	0	-1	-3
CCC(=O)N(Cc1cc2c(C)cc(C)cc2[nH]c1=O)C1CCCCC1	i	1	2	4	1	0.4	-0.2	-2	1	-1
Cc1ccc2c(c1)c1nnc(SCC(=O)Nc3cccc(Cl)c3C)nc1n2CC(=O)O	i	11	5	0	7	0.6	23*	2	13	7
CN1C(=O)/C(=C/C=C2\SCCN2C)N(C)C1=S	/	15	-9	-160	-150	21	-0.3	74	-1	6
CCCSc1ccc([C@@H]2[C@@H]3C(=O)N(CC)C(=O)[C@@H]3[C@]3(C(=O)OC)CCCCN23)cc1	i	-2	-1	0	2	1.1	-0.5	-5	0	8
COc1ccc(-n2c(C(C)(C)C)csc2=Nc2c(C)n(C)n(-c3ccccc3)c2=O)cc1	i	-2	5	13	0	-1.9	0.0	-6	-3	-6
ClC1(Cl)CC1CSc1nc2ccccc2[nH]1 (stereo not drawn)	i	0	0	-12	-1	0.2	0.4	-2	-5	1
CCOC(=O)N1CCN(C(=O)COC(=O)CSc2cc(C)c(Br)cc2C)CC1	i	-2	-1	2	7	0.4	-0.1	-1	-11	-5
CC(=O)OC[C@@H]1CN(Cc2ccccc2)C[C@H](n2cnc3c(N(C)C(C)C)ncnc32)O1	i	4	-1	-10	2	1.2	-0.1	-5	/	-1
CN(C)c1nn2c(-c3ccccc3)nnc2o1	i	-2	-1	-1	-6	-1.6	-0.4	-2	/	2
Cc1csc(C2=C(O)CN(CCc3ccccc3)C2=N)n1	i	0	-5	-102	2	-0.4	-0.6	1	10	5
Cc1ccc(C(=O)Oc2ccc3c(c2)ncn3C)cc1	i	0	2	0	1	-1.0	-0.6	1	7	-1
CC(=O)c1sc(NC(=O)CCS(=O)(=O)c2ccccc2)nc1C	i	-2	0	-2	2	-0.3	-1.7	-1	1	0
Nc1nc(-c2ccc(Br)s2)c(Br)s1	i	-6	-23	11	-14	2.2	-0.4	5	-2	10

Quoted at random: 5 entries already listed
SMILES	Rpn11 block	STEP block	DNMT1 block	PABP1 MLLE inh	SUMO1 PPI mod	LMPTP inh	Tb MetRS inh	CSN deneddyl inh	Scp1 inh	NadD inh
Cc1ccc(C(=O)Oc2ccc3c(c2)ncn3C)cc1	i	0	2	0	1	-1.0	-0.6	1	7	-1
Cc1csc(C2=C(O)CN(CCc3ccccc3)C2=N)n1	i	0	-5	-102	2	-0.4	-0.6	1	10	5
Cc1ccc2c(c1)c1nnc(SCC(=O)Nc3cccc(Cl)c3C)nc1n2CC(=O)O	i	11	5	0	7	0.6	23*	2	13	7
CN1C(=O)/C(=C/C=C2\SCCN2C)N(C)C1=S	/	15	-9	-160	-150	21	-0.3	74	-1	6
CC(=O)OC[C@@H]1CN(Cc2ccccc2)C[C@H](n2cnc3c(N(C)C(C)C)ncnc32)O1	i	4	-1	-10	2	1.2	-0.1	-5	/	-1

Next section:
SMILES	Rpn11 block	STEP block	DNMT1 block	PABP1 MLLE inh	SUMO1 PPI mod	LMPTP inh	Tb MetRS inh	CSN deneddyl inh	Scp1 inh	NadD inh
Cc1ccc2c(=O)n3c(nc2c1)C(Cc1ccc(O)cc1)NC(=O)c1cc2ccccc2cc1-3 (stereo not drawn)	i	2	-8	4	-3	0.9	0.6	6	/	10
CCOc1c2ccc(C(=O)NCc3cc(C(F)(F)F)cc(C(F)(F)F)c3)cc2nn1C	i	-2	-4	4	-3	2.9	-0.2	-4	-6	-5
CCOc1cc(/C=C/C(=O)OCC(=O)N(CC)C2CCS(=O)(=O)C2)cc(Cl)c1OC (stereo not drawn)	i	0	-1	-14	-5	-0.3	0.0	0	/	-1
CC(C)N(C(=O)CSc1nn2c(=O)c(C(C)(C)C)nnc2s1)c1ccccc1	i	1	2	7	-4	0.6	0.3	5	3	2
Cc1nnc(SCc2nnc(-c3ccccc3Br)o2)s1	i	1	-7	5	4	0.1	0.0	2	-7	-3
CC(=O)Nc1ccc(Oc2ccc(S(=O)(=O)N3CCCC3)cn2)cc1	i	0	4	-7	-3	-1.2	-0.2	2	-3	-1
C=C(C)C(=O)Nc1cccc(C2=NOC3(C2)C[C@H](C(N)=O)N(C(=O)C(c2ccccc2)c2ccccc2)C3)c1 (stereo partly drawn)	i	1	98*	2	62*	3.6	-0.4	27	70*	13
COCCN(CC1CCCN(C2Cc3ccccc3C2)C1)C(=O)c1cccs1 (stereo not drawn)	i	1	-3	11	3	0.2	-0.4	1	-6	-3
O=C(NN1C(=O)C2C3C=CC(C3)[C@H]2C1=O)c1cccnc1 (stereo partly drawn)	i	-6	1	10	-2	-3.7	0.1	-7	-1	5
CCc1c(O)nc(SCC(=O)NC(C)(C)C)n(-c2ccccc2)c1=O	i	-3	5	28	1	0.5	-0.4	0	-2	5
Cc1nc2nc(CCNS(=O)(=O)c3ccc(Cl)cc3)cn2nc1C	i	-1	1	-14	-19	1.9	-0.1	-1	-2	4
CCc1cccc(C)c1NC(=O)C1CC(=O)N(C2CCCC2)C1 (stereo not drawn)	i	2	-2	9	3	-0.1	-0.5	-2	-3	-4
Cc1cc(C(=O)Nc2ccc(Br)cc2F)n(-c2ccccc2)n1	i	-1	-4	-1	-2	-1.6	0.6	5	-2	-7
CC(C)(C(=O)N1CCC1(C)C(=O)NS(=O)(=O)c1ccc(Br)cc1)c1ccccc1 (stereo not drawn)	i	0	1	2	3	-0.3	-0.1	4	/	1
Cc1cccc(-n2c(N)cc(=O)[nH]c2=S)c1	i	1	1	13	5	-0.9	-0.3	1	-10	1
OCCC1CN(Cc2ccccc2O)CCN1CCc1ccccc1 (stereo not drawn)	i	0	8	-5	3	1.6	-0.4	-4	-9	-1
CN(C)CCC(O)(c1ccccc1)c1ccccc1	i	0	4	2	5	-2.1	-0.7	-2	-2	3
